Screening data: PubChem, several laboratories
KCNK3 block = human KCNK3 channel inhibitors, primary screen, CHO cells, FluxOR thallium flux, B-score; B-score at 10 µM; FluxOR fluorescence; stronger effect = lower value; AID 602410, 2012; Potassium channel subfamily K member 3 (Homo sapiens), O14649; 340,000 compounds, 0.84% hits;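 active = B-score under library mean minus 4 SD, starting fluorescence ratio at most library mean plus 5 SD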;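 also: more negative B-score means stronger inhibition of thallium flux through KCNK3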
Target sequence (O14649 whole entry, looked up): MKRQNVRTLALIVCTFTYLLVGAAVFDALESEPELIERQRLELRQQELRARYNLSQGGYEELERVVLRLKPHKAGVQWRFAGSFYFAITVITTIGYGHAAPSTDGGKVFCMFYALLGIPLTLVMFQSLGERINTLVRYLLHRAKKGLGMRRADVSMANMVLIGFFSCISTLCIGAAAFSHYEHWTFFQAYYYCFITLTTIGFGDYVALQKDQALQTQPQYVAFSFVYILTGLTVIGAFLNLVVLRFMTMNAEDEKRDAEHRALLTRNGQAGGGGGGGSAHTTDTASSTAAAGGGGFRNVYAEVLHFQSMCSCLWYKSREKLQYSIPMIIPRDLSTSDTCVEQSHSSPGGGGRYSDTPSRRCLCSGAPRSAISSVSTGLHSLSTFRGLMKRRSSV
RGS4 inh = RGS4 inhibitors, primary screen, cell-based, HEK293 M3R inducible RGS4, calcium flux; Fluo-4 calcium flux; stronger effect = higher value; triggered by carbachol at its EC20; B-score at 10 µM; 310,000 compounds, 0.45% hits;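 active = B-score, a plate-corrected calcium signal, over three deviations above library mean, with baseline fluorescence within five deviations of library mean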;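 also: RGS4 expression induced by doxycycline in cells with stable M3 receptor; B-score is computed from the integrated fluorescence ratio over baseline after carbachol; higher B-score means a larger calcium signal and so more RGS4 inhibition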
PolyA inh = polyadenylation inhibitors in yeast reporter cells, primary screen, luminescence, S. cerevisiae; S. cerevisiae SKY197-pL101 polyadenylation reporter, beta-gal luminescence; efflux-impaired pdr1/pdr3 knockout yeast; score 100 = 6 SD above DMSO; calls only at 12 µM; 300,000 compounds, 0.02% hits;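 active = lowest replicate activity score at least 50, where 100 means six control SD above control mean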;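 also: yeast exposed to compound for 9 h at 30 °C; higher score means more reporter readthrough which indicates perturbed polyadenylation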
KCNQ1 pot = potentiators or activators of KCNQ1 channel, primary screen, cell-based, thallium flux, high-throughput. Potassium voltage-gated channel subfamily KQT member 1 (Homo sapiens), P51787. CHO-K1 KCNQ1, thallium flux FluxOR fluorescence; stronger effect = higher value. B-score at 10 µM. 310,000 compounds, 0.35% hits. AID 2648, 2010;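 active = fluorescence ratio B-score, a plate-corrected score, at least three library SD, with initial intensity B-score within 5 SD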
Target sequence (P51787 whole entry, looked up): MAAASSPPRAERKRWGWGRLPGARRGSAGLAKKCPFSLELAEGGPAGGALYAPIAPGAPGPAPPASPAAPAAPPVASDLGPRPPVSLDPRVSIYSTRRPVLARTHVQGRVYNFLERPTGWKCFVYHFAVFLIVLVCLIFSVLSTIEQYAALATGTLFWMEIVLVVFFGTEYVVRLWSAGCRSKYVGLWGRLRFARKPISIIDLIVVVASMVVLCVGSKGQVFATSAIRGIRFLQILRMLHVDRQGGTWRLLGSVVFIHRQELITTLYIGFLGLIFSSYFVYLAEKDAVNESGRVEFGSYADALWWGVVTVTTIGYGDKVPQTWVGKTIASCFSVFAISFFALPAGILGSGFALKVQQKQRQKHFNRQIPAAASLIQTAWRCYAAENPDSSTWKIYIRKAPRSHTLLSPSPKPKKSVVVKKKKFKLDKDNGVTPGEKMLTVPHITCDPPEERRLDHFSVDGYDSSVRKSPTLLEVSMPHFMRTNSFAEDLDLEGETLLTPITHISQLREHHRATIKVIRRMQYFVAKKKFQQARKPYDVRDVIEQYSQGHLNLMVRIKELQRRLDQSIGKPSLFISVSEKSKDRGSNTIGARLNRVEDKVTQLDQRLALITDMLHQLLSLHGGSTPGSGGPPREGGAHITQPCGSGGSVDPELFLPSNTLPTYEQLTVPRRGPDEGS
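Assay system: CHO-K1 cells stably expressing KCNQ1. Medium: assay buffer for compound exposure, DMSO matched across wells. Timing: 37 °C overnight plating, 90-min dark dye load, 20-min compound pretreatment. Signal: kinetic FluxOR fluorescence, 10 s baseline plus 110 s post-stimulus.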
KCNK9 inh = KCNK9 potassium channel inhibitors, primary screen, HEK293 cells, thallium flux; Potassium channel subfamily K member 9 (Homo sapiens), Q9NPC2; FluxOR thallium flux fluorescence; stronger effect = lower value; B-score at 10 µM; 310,000 compounds, 1.2% hits; AID 488922, 2010;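 active = ratio B-score over 3 SD below the library mean, with starting fluorescence within 5 SD of its mean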;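 also: negative B-score means less thallium flux so channel inhibition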
KCNQ1 inh = inhibitors of human KCNQ1 channel, primary screen, cell-based, thallium flux, high-throughput; Potassium voltage-gated channel subfamily KQT member 1 (Homo sapiens), P51787; CHO-K1 KCNQ1, FluxOR thallium flux fluorescence; stronger effect = higher value; B-score at 10 µM; 310,000 compounds, 1.3% hits; AID 2642, 2010;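 active = compounds whose thallium flux B-score, printed positive for inhibition, exceeds three library SD while starting fluorescence stays within three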;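 also: channel opened by potassium depolarization with thallium stimulus after 20 min compound exposure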
GSK3B inh = human GSK3beta kinase inhibitors, primary screen, biochemical, cell-free homogeneous, HTS; Glycogen synthase kinase-3 beta (Homo sapiens), P49841; GST-GSK3beta kinase, ADP-Glo luminescence, 60 min; stronger effect = lower value; activity score (negative = inhibition), % at 10 µM; 300,000 compounds, 0.038% hits;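 active = more than half of replicate wells score below -50%, meaning over 50% inhibition versus plate controls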;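 also: 0% = median DMSO wells and -100% = median GW8510 positive control wells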
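Test system: GST-fused GSK3beta enzyme, cell-free | Quantity: 1.6 ng GST-GSK3beta enzyme per well | Reagent: 25 µM ATP with peptide substrate | Schedule: 60 min enzyme reaction, room temperature | Signal: Luminescent ADP-Glo measurement of ADP formed | Read-out basis: Score relative to plate controls | Control set: DMSO and 20 µM GW8510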
GSK3A inh = blockers of GSK3A enzyme activity – biochemical, luminescence, cell-free homogeneous, HTS, primary screen | 320,000 compounds, 0.1% hits | GSK-3 alpha kinase, ADP-Glo luminescence, 60 min | inhibition, % at 10 µM;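 in the data active = inhibition above about 50%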;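 also: GST-tagged GSK-3 alpha with peptide substrate and 25 µM ATP; 0% = DMSO neutral wells and 100% = GW8510 positive control wells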
hERG protect = hERG rescue from dofetilide block, primary screen, cell-based, CHO-hERG, FluxOR thallium flux, dofetilide IC70; Voltage-gated inwardly rectifying potassium channel KCNH2 (Homo sapiens), Q12809; dofetilide IC70 present; activation (rescue from dofetilide block), less the hit threshold, % at 10 µM; 310,000 compounds, 0.51% hits; AID 1511, 2009;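 active = activation above the mean of controls blocked by dofetilide plus 5 SD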;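 also: thallium influx through hERG after potassium depolarization seen as dye fluorescence rise; in these data hits start at about 4.7%; inactives centre near -7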
Dyrk1A ADPGlo = rat Dyrk1A kinase inhibitors, primary screen, biochemical, single point, plate reader | ADP-Glo luminescence, NFATc1 peptide | Dual specificity tyrosine-phosphorylation-regulated kinase 1A (Rattus norvegicus), Q63470 | AID 504441, 2011 | 310,000 compounds, 0.43% hits | inhibition, % at 12.5 µM; in the data active = inhibition above about 50%;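 also: plate controls were vehicle with enzyme for no effect and no enzyme for full effect; many of its hits are not listed in these tables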
RGS4 pot = RGS4 potentiators or activators, primary screen, cell-based, HEK293 M3R inducible RGS4, calcium flux; carbachol calcium flux Fluo4; stronger effect = lower value; B-score at 10 µM; 310,000 compounds, 0.92% hits;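 active = B-score of the integrated calcium signal more than 4 SD below the library mean, with starting fluorescence not abnormally high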;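 also: negative B-score means reduced calcium response which marks RGS4 activation or potentiation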
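Assay system: HEK293 FlpIn-TREx cells, stable M3R, doxycycline-inducible RGS4 / Probe or stimulus: carbachol, ECmax concentration / Times: overnight RGS4 induction, 30 min dye load 37 °C, 20 min compound RT / Signal: kinetic calcium fluorescence imaging with Fluo4-AM dye, 2 µM / Measure: Agonist-evoked peak-minus-minimum fluorescence over baseline, integrated ratio, B score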
An asterisk follows results filed as active; i = inactive; x = not tested or not shown.

SMILES	GSK3A inh	KCNK3 block	RGS4 inh	KCNQ1 inh	hERG protect	Dyrk1A ADPGlo	PolyA inh	KCNQ1 pot	RGS4 pot	KCNK9 inh	GSK3B inh
CCC(C)NC(=O)c1ccc(NC(=O)C2CCCO2)cc1 (stereo not drawn)	-0.9	i	i	i	-7.0	16.4	i	i	i	i	-0.5
CCN(C(=O)COC(=O)C1CCN(S(=O)(=O)c2ccc3c(c2)OCCO3)CC1)C1CCCCC1	-3.7	i	i	i	-11.5	-0.3	i	i	i	i	-0.4
CC(=O)NN1C(=O)/C(=C\c2ccc(Cl)cc2)SC1=S	7.4	i	i	i	-9.5	-5.9	i	i	-12.3*	i	-2.9
Cc1ccc(-n2c(=S)[nH]c3[nH]ncc3c2=O)cc1	1.8	i	i	i	-12.9	-0.8	i	i	i	i	1.2
COc1ccc(-n2ccnc(SCC(=O)NC3CCCCC3)c2=O)cc1	-0.7	i	i	i	-5.8	x	i	i	i	i	-1.0
Fc1ccc(C2CCCN2Cc2nc(-c3cnccn3)no2)cc1 (stereo not drawn)	1.8	i	i	i	-7.9	1.2	i	i	i	i	0.8
CCOC(=O)c1c(C)[nH]c2cc(Br)c(O)cc12	11.0	i	i	i	-8.8	0.7	i	i	i	i	4.1
CC(C)(C)c1ccc(Oc2ccc(NC(=O)C3CC=CCC3C(=O)O)cc2)cc1 (stereo not drawn)	-4.6	i	i	i	-8.8	-3.1	i	i	i	i	3.2
COc1ccccc1-c1nnc(SCc2ccccn2)n1C	-4.5	i	i	i	-5.3	0.9	i	i	i	i	0.0
Cc1c(C(=O)NCCc2ccc(S(N)(=O)=O)cc2)cccc1[N+](=O)[O-]	0.9	i	i	i	-8.9	5.3	i	i	i	i	-2.0
COc1ccc(COC(=O)CCNC(=O)c2ccc(Cl)cc2)cc1	-3.5	i	i	i	-11.1	13.4	i	i	i	i	-1.1
COc1ccc(S(=O)(=O)Nc2cc3c4c(c2)CCN4C(=O)CC3)cc1C	-2.2	i	i	i	-14.8	-11.2	i	i	i	i	-0.2
O=[N+]([O-])c1ccc2c(c1N1CCCCC1)=NC1(CCCCC1)[N+]=2[O-]	4.3	i	i	i	-16.4	-2.5	i	i	i	i	1.3
CCc1ccc(C2C(C#N)=C(N)Oc3n[nH]c(CC(=O)OC)c32)cc1 (stereo not drawn)	0.7	i	i	i	-7.4	4.9	i	i	i	i	0.8
CC(C)C1N=C2c3ccccc3N=C(SCc3cc(=O)n4cc(Cl)ccc4n3)N2C1=O (stereo not drawn)	-7.4	i	i	i	-14.6	-6.3	i	i	i	i	-0.2
O=c1c2c3nc4ccccc4nc3n(/N=C/c3ccncc3)c2ncn1-c1ccccc1	-2.4	x	i	i	-4.5	x	i	i	i	i	2.3
CCCNC(=O)c1ccc(-c2nc3ccccc3s2)s1	2.3	i	i	i	-12.7	4.7	i	i	i	i	-5.2
CCn1c(O)c(/C=C2\C=Nc3ccccc32)sc1=O	-1.6	i	i	i	-11.5	-1.7	i	i	i	i	-0.9
CN1CCN(C2=Cc3ccccc3Sc3cc(F)c(Cl)cc32)CC1	-0.5	i	i	i	-27.5	-0.7	i	i	-10.4*	i	-2.5
CC(Oc1ccccc1)C(=O)N1CCN(c2ccc(N3CCOCC3)nn2)CC1 (stereo not drawn)	-3.3	i	i	i	-6.1	x	i	i	i	i	3.7
COc1ccc(OC)c(NC(=O)c2nnn(CCc3ccccc3)c2N)c1	x	i	i	i	-3.2	-12.4	i	i	i	i	0.6
CN(CCN1CCc2ccccc2C1)Cc1nc(-c2ccc3c(c2)OCO3)no1	-2.9	i	i	i	-15.2	-3.2	i	i	i	i	-7.1
Cc1cc(C)c(S(=O)(=O)N2CCOCC2)cc1NS(=O)(=O)c1cc(OCC(N)=O)c(C)cc1Cl	1.2	i	i	i	-21.6	-0.5	i	i	i	i	4.4
Cc1cc(C)nc(NS(=O)(=O)c2ccc(NC(=O)c3snnc3C)cc2)n1	-3.1	i	i	i	-5.8	0.3	i	i	i	i	-4.4
CC1Cc2ccccc2N1C(=O)CCn1c(=O)oc2ccccc21 (stereo not drawn)	-5.4	i	i	i	-12.1	4.6	i	i	i	i	7.2

Further structures
SMILES	GSK3A inh	KCNK3 block	RGS4 inh	KCNQ1 inh	hERG protect	Dyrk1A ADPGlo	PolyA inh	KCNQ1 pot	RGS4 pot	KCNK9 inh	GSK3B inh
CNC(=S)N/N=C/C1=CCC2CC1C2(C)C (stereo not drawn)	-1.0	i	i	i	0.6	3.1	i	i	i	i	-2.5
CCOc1ncccc1C(=O)OCC(=O)Nc1ncc(C(F)(F)F)cc1Cl	0.0	i	i	i	-5.4	0.3	i	i	i	i	0.6
CC(=O)c1c(C)[nH]c(C(=O)Nc2cccc(C(F)(F)F)c2)c1C	-1.8	i	i	i	-9.1	2.6	i	7*	i	i	-2.7
COC(=O)c1ccc(Cn2nnc3c(=O)[nH]c(C4CCCN(S(=O)(=O)c5ccccc5Cl)C4)nc32)cc1 (stereo not drawn)	-2.3	i	i	i	-21.0	-9.0	i	i	i	i	5.6
COc1ccc(NC(=O)NCCN2C(=O)C3C4C=CC(C4)C3C2=O)cc1 (stereo not drawn)	0.2	i	i	i	-6.4	4.2	i	i	i	i	2.5
COc1cccc(-c2nc(SC)nc3sc(C(=O)NC(C)(C)C)c(N)c23)c1	-2.8	i	i	i	-8.3	4.0	i	i	i	i	1.4
CCc1csc(CCNC(=O)C2CCC(=O)N(Cc3ccccc3F)C2)n1 (stereo not drawn)	0.1	i	i	i	-7.7	-3.6	i	i	i	i	2.0
C=CCn1c(SCC(=O)N2CCCC2)nc2cc(C(=O)NCC3CCCO3)ccc2c1=O (stereo not drawn)	0.3	i	i	i	-11.2	1.9	i	i	i	i	2.5
COc1ccc(SC[C@H](Cc2ccccc2)N2CCN(CCc3ccccc3)CCC2=O)cc1	-0.1	i	i	i	-21.5	3.5	i	i	i	i	1.5
COc1ccccc1N1CCN(Cc2ccsc2)CC1	-1.0	i	i	i	-7.6	7.1	i	i	i	i	0.5
C=CCN=C1N[C@@H](c2ccccc2)C(C(=O)OC)=C(C)N1CC	-4.7	i	i	i	-7.8	x	i	i	i	i	-2.0
O=C(c1ccccc1)c1cn[nH]c1-c1ccccc1O	-2.4	i	i	i	-5.0	-0.4	i	i	i	i	-2.8
COCCNC(=O)c1ccccc1NC(=O)C1COc2ccccc2O1 (stereo not drawn)	-0.8	i	i	i	-7.5	-4.9	i	i	i	i	-0.2
CCOCC(=O)Nc1nnc(Cc2ccc(OC)c(OC)c2)s1	3.6	i	i	i	-9.2	-2.1	i	i	i	i	-3.6
CC(C)c1ccccc1NC1=CC(=O)CC(C)(C)C1	-1.8	i	i	i	-0.7	-1.3	i	i	i	i	-1.1
CCN(CC)C(=O)N1CCN(S(=O)(=O)c2c(C)cc(C)cc2C)CC1	-3.7	i	i	i	-9.8	1.8	i	i	i	i	-1.1
CN(CC(=O)Nc1ccccc1Br)C(=O)c1ccc(COc2ccccc2)cc1	-2.7	i	i	i	-5.5	3.7	i	i	i	i	1.9
Nn1c(SCc2ccccc2)nnc1C1CCCCC1	-11.6	i	i	i	-8.9	-4.3	i	i	i	i	0.5
CN1CCN(c2ccc(S(=O)(=O)N3CCCCC3)cc2NC(=O)c2ccc(F)cc2F)CC1	x	i	i	i	-11.3	-0.7	i	i	i	i	0.0
CCN(CC)CCNC(=O)c1ccc2c(c1NCCO)C(=O)c1ccccc1C2=O	8.5	x	i	i	-6.2	x	i	i	i	i	0.0
O=C(COCc1cc(-c2ccc3c(c2)OCO3)on1)N1CCN(c2ccc(F)cc2)CC1	-2.6	i	i	i	-10.1	-7.0	i	i	i	i	-0.4
CC1=CC(C)(C)N(C(=O)CCl)c2cc(C)ccc21	-1.2	i	i	i	-18.9	-2.6	x	i	i	i	1.5
Cc1ccnc2nc(C(=O)Nc3ccc(N4CCOCC4)cc3)nn12	6.4	i	i	i	-8.9	6.9	i	i	i	i	-8.1
Cc1cc(C)c(S(=O)(=O)Nc2ncn[nH]2)cc1C	2.3	i	i	i	-9.2	-3.5	i	i	i	i	x
C/C(CC(=O)Nc1cccc(Br)c1)=N\NC(=O)c1ccc(O)cc1O	2.8	i	i	i	-4.2	0.7	i	i	i	i	-1.9

The results go on:
SMILES	GSK3A inh	KCNK3 block	RGS4 inh	KCNQ1 inh	hERG protect	Dyrk1A ADPGlo	PolyA inh	KCNQ1 pot	RGS4 pot	KCNK9 inh	GSK3B inh
COc1ccc(-n2nnnc2SC(C)C(=O)NCC(=O)Nc2ccc(F)c(F)c2F)cc1 (stereo not drawn)	-1.7	i	i	i	-3.1	-2.9	i	i	i	i	0.8
CC(=O)Nc1ccc2nc(NC(=O)CCc3ccccc3)sc2c1	-3.4	i	i	i	-3.2	-2.0	i	i	i	i	-1.0
CCn1c(SCc2nc3ccccc3c(=O)[nH]2)nnc1-c1cccnc1	-4.8	i	i	i	-9.1	9.6	i	i	i	i	3.4
CCO/C=N/Nc1nc(C(F)(F)F)nc2c1cnn2Cc1ccccc1	0.1	i	i	i	-1.6	4.9	i	i	i	i	-4.1

The list is partial (hit frequency here may not be typical).
